Screens: PubChem BioAssay, National Center for Advancing Translational Sciences (NCATS)
Pin1 inhibitor: blocks the human prolyl isomerase Pin1. Pin1 FP peptide displacement, HiFluor488, 10 min. Potency, µM (top dose mostly 115 µM), for inactives: top-dose activity, negative = inhibition, usual class: inhibitors. hit rate 0.009% among 390,000. AID 504891; active means well fitted inhibition curve with a large enough effect in the polarisation, with a control signal flat, not every such curve was filed as active; inconclusive means small, poorly fitted or top-dose-only effect, or effect the other way, or a change in a side signal; inactive means no such curve, though single readings can be large or run the other way; the % refers to the polarisation; further: potency means the concentration at half of the fitted maximal effect; on the % scale 0 is the no-effect control and ±100 the full control effect
G9a block: G9a (human) methyltransferase inhibition | hit rate 8.8% among 350,000 | Q96KQ7 | Potency, µM (highest dose often 102 µM), inactives show at the top dose activity, negative = inhibition, hits mostly inhibitors | G9a H3K9 monomethylation, AlphaScreen, 2 h; further: potency means the concentration at half of the fitted maximal effect; on the % scale 0 is the no-effect control and ±100 the full control effect; nearly all actives have a fitted effect of over 75% in size
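Step 1: enzyme (final 20 nM) with compound, 15 min RT. Step 2: substrate peptide 500 nM and SAM 20 uM, 2 h RT. Step 3: anti-H3K9me1 antibody and AlphaScreen beads, 10 min, then plate read.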
ERG-DNA inh: blocks human ERG Ets domain binding to DNA | P11308 | fluorescence polarization, His-ERG Ets domain / labelled DNA | Potency, µM (highest dose often 76.9 µM), inactives show at the highest dose FP activity, negative = inhibition, usual class: inhibitors | hit rate 0.028% among 370,000 | AID 624246; active means well fitted inhibition curve with a large enough effect in the polarisation, with a control signal flat; inconclusive means small, poorly fitted or top-dose-only effect, or effect the other way, or a change in a side signal; inactive means no such curve, though single readings can be large or run the other way; the % refers to the polarisation;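 further: polarization taken with two DNA probes labelled with fluorescein and Texas red; potency means the concentration at half of the fitted maximal effect; % of control where 0% means no effect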
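His-tagged ERG Ets domain (1 uM in the protein solution; 300mM KCl, 50mM Tris-HCl, 1mM EDTA, 1mM DTT, pH 7.5) received compound, then a probe mix of 5 nM fluorescein-DNA and 100nM Texas-615-DNA. Fluorescence polarization was read for both dyes.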
PI4K2A block: PI4K2A (human) kinase inhibition; AID 1346378; Q9BTU6; hit rate 0.13% among 420,000; activity change, negative = inhibition, % at 76.9 µM; purified PI4K2A, ADP-Glo luminescence, 1 h; active compounds read low; in the data active means activity change below about -50%; inconclusive means mostly about -30% to -49%;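 further: -100% = wells without enzyme as full effect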
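PI4K2A activity was measured by ADP-Glo luminescence: enzyme (4 ug/mL stock) and phosphatidylinositol (1.2 mM stock) in Tris pH 7.5/MgCl2/EGTA/Triton X-100 buffer were reacted with ATP (300 microM stock) for one hour at ambient temperature.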
BAZ2B block: inhibitors of human BAZ2B bromodomain; AlphaScreen BAZ2B-H3K14Ac peptide displacement; Potency, µM (series often up to 114 µM), for inactives: top-dose activity change, negative = inhibition, actives largely listed as inhibitors; hit rate 4.4% among 360,000; further: potency means the concentration at half of the fitted maximal effect; on the % scale 0 is the no-effect control and ±100 the full control effect; nearly all actives have a fitted effect of over 60% in size
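Compounds, titrated to a top concentration of 110 uM, were incubated 30 min at room temperature with preformed BAZ2B/acetyl-K14 H3 peptide complex (50 nM each). Proximity signal was measured by AlphaScreen after 20 min with beads.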
JMJD2A Tudor inh: blocks the human JMJD2A Tudor domain; O75164; AlphaScreen JMJD2A-Tudor / H3K4me3 peptide binding; Potency, µM (doses to about 114 µM), inactives show at the top dose activity change, negative = inhibition, usual class: inhibitors; hit rate 4.4% among 390,000; AID 504339; further: potency means the concentration at half of the fitted maximal effect; on the % scale 0 is the no-effect control and ±100 the full control effect; nearly all actives have a fitted effect of over 50% in size
HP1b chromo inh: inhibitors of HP1-beta chromodomain binding to methylated histone tails; P83916; AlphaScreen HP1-beta / biotin-H3K9me3 peptide binding; Potency, µM (titrated, usually from 114 µM), for inactives: at the top dose activity change, negative = inhibition, usual class: inhibitors; hit rate 0.56% among 390,000; further: potency means the concentration at half of the fitted maximal effect; nearly all actives have a fitted effect of over 70% in size; inactives centre near 23
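Compound inhibition of the preformed complex between 50 nM HP1-beta and 50 nM biotinylated H3K9me3 peptide was read by AlphaScreen. Buffer was PBS pH 7.4 with 0.01% Tween-20. Incubations ran 30 min at room temperature, with 10 ug/mL donor/acceptor beads.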
GLS inhibitor: inhibitors of human glutaminase (GLS); AID 624170; hit rate 0.21% among 410,000; O94925; GLS enzymatic activity, qHTS titration; Potency, µM (top dose mostly 45.5 µM), for inactives: at the highest dose activity change, negative = inhibition, most hits filed as inhibitors; further: potency means the concentration at half of the fitted maximal effect; on the % scale 0 is the no-effect control and ±100 the full control effect
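Read-out is an Amplex red fluorescence increase coupled through glutamate oxidase and HRP, measured before and after 30 min room-temperature incubation. hKGA is in 45 mM KH2PO4 (pH 8.2) with 0.02% Tween-20; glutamine added as 1mM solution.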
PGK inhibitor: inhibitors of T. brucei phosphoglycerate kinase | P07378 | PGK/GAPDH coupled, Kinase-Glo luminescence, 60 min | Potency, µM (doses to about 57.5 µM), without a hit: top-dose activity change, negative = inhibition, usual class: inhibitors | hit rate 0.043% among 380,000 | AID 602233; further: potency means the concentration at half of the fitted maximal effect; on the % scale 0 is the no-effect control and ±100 the full control effect; nearly all actives have a fitted effect of over 60% in size
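Luminescent ATP detection (Kinase-Glo Plus) follows a 60-minute room-temperature incubation, with wells lacking PGK as controls. Buffer: 100 mM TEA (pH 7.6), 5 mM MgCl2, 0.01% Tween-20. Coupling enzyme GAPDH (100 nM final) supplies unstable 1,3-BPG in-well.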
Starred values were filed as active, the others as inactive; i = inactive; ? = inconclusive; · = not tested or not shown; [ ] = another dose, or the depositor's remark. Unless noted, the call rests on the fitted dose curve; in most records, active means well fitted curve in the direction sought with a large enough effect; inconclusive means small, poorly fitted or top-dose-only effect, or another doubt; inactive means no such curve, though single readings can be large; an effect the other way counts as inactive or inconclusive.

1: COc1ccc(S(=O)(=O)NC2CC2)cc1Br
2: Nc1ccccc1C(=O)NNC1=C(C(=O)C(F)(F)F)CCC1
3: CCC1CCc2nc3sc(C(=O)Nc4ccc(F)c(F)c4)c(N)c3cc2C1 (stereo unspecified)
4: COC(=O)C1=C(C)N=C2SC(C)C(=O)N2C1/C=C/c1ccccc1 (stereo unspecified)
5: CCNC(=O)COC(=O)c1cc(S(=O)(=O)N2CCCCC2)ccc1C
6: O=C(Nc1n[nH]c(=S)s1)c1ccc2ccccc2c1
7: NC(=O)C1(Nc2ccc([N+](=O)[O-])cc2)CCCC1
8: CCN1CCN(C(=O)C(C)Nc2ccc(OC)cc2OC)CC1 (stereo unspecified)

Screen / compound no. | 1 | 2 | 3 | 4 | 5 | 6 | 7 | 8
Pin1 inhibitor | -4% | 3% | -2% | -1% | -3% | -1% | -1% | 3%
G9a block | · | -22% | -19%[59 µM] | -11% | -7% | · | · | 45µM*
ERG-DNA inh | -3% | 2% | 1% | 9% | -3% | -13% | -1% | -2%
PI4K2A block | 0 | 4 | 1 | 2 | 5 | 3 | -3 | -2
BAZ2B block | 2% | -19% | 4% | -13% | -2% | -27% | · | ?
JMJD2A Tudor inh | 3% | -24% | -20% | ? | -10% | -15% | -8% | ?
HP1b chromo inh | 35% | 15% | 24% | 41%[activator] | 29% | 15% | 9% | 2%
GLS inhibitor | -3% | -2% | -8% | -4% | -9% | ? | -10% | 15%
PGK inhibitor | -6% | -1% | -11% | -6% | 4% | 1% | -9% | 0%

9: O=C(NCCO)C(=O)NCC1OCCCN1S(=O)(=O)c1cc(F)ccc1F (stereo unspecified)
10: O=[N+]([O-])c1ccc(Cl)c(-c2ccc(/C=N/n3cnnc3)o2)c1
11: CCOCCCn1c(=S)[nH]c2cc(C(=O)N3CCN(C)CC3)ccc2c1=O
12: O=C(COc1ccc(F)cc1)NCCNC(=O)COc1ccc(F)cc1
13: COC(=O)c1scc(C)c1-n1ccc(C(=O)C(=O)N(C)C)c1
14: COc1ccc(/C(C)=N/Nc2nc3ccccc3nc2C)cc1OC
15: CCOc1ccccc1NC(=O)CCn1cnnn1
16: CN(C)C(=O)CSc1nnc(Cc2ccc3c(c2)OCO3)o1

Screen / compound no. | 9 | 10 | 11 | 12 | 13 | 14 | 15 | 16
Pin1 inhibitor | -4% | ? | -4% | -3% | 1% | 11% | 2% | -9%
G9a block | 8% | 71µM* | ? | · | 8% | -5% | -19%[59 µM] | 8%
ERG-DNA inh | -1% | -1% | -2% | 8% | 7% | 17% | 4% | 4%
PI4K2A block | -4 | 0 | 1 | -7 | 8 | 0 | 3 | -5
BAZ2B block | 1% | ? | ? | · | -10% | ? | -1% | -23%
JMJD2A Tudor inh | -9% | ? | 22µM* | -10% | -14% | -36% | -23% | -19%
HP1b chromo inh | 8% | -9% | 15% | 44%[activator] | 27% | 5% | 48%[activator] | 0%
GLS inhibitor | 6% | -20% | 5% | -1% | -6% | ? | -13% | -17%
PGK inhibitor | -7% | -16% | 2% | -5% | 0% | i | -5% | -1%

Laid out differently: entries from further up
nr	SMILES	Pin1 inhibitor	G9a block	ERG-DNA inh	PI4K2A block	BAZ2B block	JMJD2A Tudor inh	HP1b chromo inh	GLS inhibitor	PGK inhibitor
11	CCOCCCn1c(=S)[nH]c2cc(C(=O)N3CCN(C)CC3)ccc2c1=O	-4%	?	-2%	1	?	22µM*	15%	5%	2%
12	O=C(COc1ccc(F)cc1)NCCNC(=O)COc1ccc(F)cc1	-3%	·	8%	-7	·	-10%	44%[activator]	-1%	-5%

Next part:
17: Cc1ccc(Nc2nnc(-c3ccc(C)c(S(N)(=O)=O)c3)c3ccccc23)cc1
18: COc1cc(C(=O)NCc2nnc(SCC(=O)N3CCOCC3)o2)cc(OC)c1OC
19: COc1ccc(S(=O)(=O)N2CCOCC2)cc1NC(=O)C1COc2ccccc2O1 (stereo unspecified)
20: CCC(=O)OCC(=O)Nc1cc(S(=O)(=O)N(C)C)ccc1Cl
21: CN1CC(=O)NC1=NC(=O)c1cc(F)c(F)cc1Cl
22: CCCCCCC(NC(=O)Cc1ccc2ccccc2c1)C(=O)O (stereo unspecified)
23: Cc1ccc2nc(-c3ccsc3)c(NC3CCCC3)n2c1
24: Cc1ccc(S(=O)(=O)N2CCC3(CC2)OCCO3)c(C)c1

Screen / compound no. | 17 | 18 | 19 | 20 | 21 | 22 | 23 | 24
Pin1 inhibitor | 3% | 0% | 6% | -7% | -8% | -1% | -4% | -8%
G9a block | -20%[59 µM] | -32% | -16%[0.501 µM] | -32% | 32µM* | · | -35% | -9%
ERG-DNA inh | -13% | -14% | -7% | 9% | 5% | -5% | 15% | -1%
PI4K2A block | 7 | 4 | 4 | -6 | 9 | 0 | -1 | 0
BAZ2B block | -2% | · | -1% | -1% | ? | · | -1% | -1%
JMJD2A Tudor inh | -14% | 1% | -19% | -19% | -24% | -18% | -6% | 7%
HP1b chromo inh | 15% | 16% | -6% | 18% | 17% | 22% | 7% | 11%
GLS inhibitor | 2% | -11% | 7% | 2% | -7% | 10% | 1.6µM* | -2%
PGK inhibitor | 4% | -4% | 2% | -3% | 1% | 0% | -2% | 0%

25: CCN(CC)S(=O)(=O)c1ccc(-c2nnc(SCC(=O)c3ccc(OC)cc3)o2)cc1
26: COc1ccc(-c2cc(C(=O)N3CCc4ccccc4C3)no2)cc1OC
27: O=C(CSc1nnc(-c2ccco2)n1CC1CCCO1)c1ccccc1 (stereo unspecified)
28: COC(=O)c1ccccc1S(=O)(=O)NNC(=O)c1ccccc1-n1cccc1
29: COc1ccc2nc(NC(=O)Cc3cccs3)sc2c1
30: CCc1ccc(N2C(=O)C(Cl)=C(Nc3ccc(C(=O)N4CCCC4)cc3)C2=O)cc1
31: CCc1cc(=O)oc2cc(OCC(=O)NCc3ccccn3)ccc12
32: COc1ccc(C2C(C#N)=C(C)NC3=C2S(=O)(=O)c2ccccc23)cc1 (stereo unspecified)

Screen / compound no. | 25 | 26 | 27 | 28 | 29 | 30 | 31 | 32
Pin1 inhibitor | 14% | 12% | 5% | -17% | 0% | 5% | -1% | 0%
G9a block | -2%[59 µM] | · | 50µM* | · | ? | -5%[12.7 µM] | 13% | -13%[59 µM]
ERG-DNA inh | 13% | -1% | 1% | 11% | -2% | 1% | 16% | 0%
PI4K2A block | 5 | 3 | -6 | 5 | -8 | 1 | 4 | 2
BAZ2B block | 4% | -25% | -3% | 3% | -26% | -37% | -17% | 1%
JMJD2A Tudor inh | -10% | -25% | -21% | -26% | -6% | ? | ? | -13%
HP1b chromo inh | 40%[activator] | 21% | 33% | 29% | 14% | 9% | -4% | 15%
GLS inhibitor | -1% | -8% | -4% | -11% | -1% | -4% | 2% | -7%
PGK inhibitor | · | 5% | 4% | i | -5% | i | -8% | -5%

Look-ups from the entries so far:
Under G9a block, entry 31 shows 13%
Under HP1b chromo inh, entry 28 shows 29%

Following part
33: O=C(c1ccco1)c1cn(CC(=O)N2CCCC2)c2ccccc12
34: Cc1cc(=O)n2[nH]c(-c3ccco3)nc2n1
35: O=C(Nc1ccc(S(=O)(=O)N2CCOCC2)cc1)c1cccc(Br)c1
36: CC(OC(=O)C1CC=CCC1C(N)=O)C(Cl)=C(Cl)Cl (stereo unspecified)
37: O=C(NC1CCCCC1)c1ccc2c(c1)N(Cc1cccc(F)c1)C(=O)c1ccccc1S2
38: CSc1ncccc1-c1nc2ccccc2[nH]1
39: COc1cc(CC(NC(C)=O)C(=O)NC2CCN(C(=O)Nc3ccccc3C)CC2)cc(OC)c1 (stereo unspecified)
40: COc1ccc(N(CC(=O)N2CCN(c3ccc(Cl)cc3)CC2)S(=O)(=O)c2c(C)n[nH]c2C)cc1
41: COCCNC(=S)N(CCc1c(C)[nH]c2ccc(F)cc12)Cc1cccnc1
42: Cc1onc(-c2ccccc2)c1C(=O)Nc1sccc1C#N
43: COc1ccccc1C(=O)NCCC(=O)Nc1ccc(S(=O)(=O)N2CCC(C)CC2)cc1

Screen / compound no. | 33 | 34 | 35 | 36 | 37 | 38 | 39 | 40 | 41 | 42 | 43
Pin1 inhibitor | -7% | -3% | -2% | -6% | 24% | 7% | -3% | -2% | -4% | ? | 4%
G9a block | 26%[59 µM] | -17%[59 µM] | 31%[59 µM] | 3%[59 µM] | 8%[59 µM] | 10µM* | 4% | -42% | 40%[0.501 µM] | ? | -3%[2.33 µM]
ERG-DNA inh | 3% | · | 3% | 0% | 4% | -5% | -26% | 6% | 4% | 48%[activator] | -6%
PI4K2A block | 7 | -3 | -1 | 3 | -9 | 2 | -1 | 2 | 1 | 6 | -3
BAZ2B block | -15% | 0% | 8%[0.457 µM] | -1% | 2% | 11% | -5% | -2% | ? | -20% | -4%
JMJD2A Tudor inh | 5% | -12% | -13% | -21% | 2% | -9%[57.1 µM] | 8% | ? | ? | -14% | -20%
HP1b chromo inh | 29% | 42%[activator] | 25% | 14% | 15% | 1% | 26%[57 µM] | 18% | 3% | 13% | 25%
GLS inhibitor | 36% | -7% | -11% | 1% | 3% | 0% | -6% | 7% | 14% | 8% | 5%
PGK inhibitor | 4% | -8%[11.5 µM] | i | -4% | 5% | 3% | -4% | 6% | 4% | -5% | 4%
